MT1-MMP act inh: MT1-MMP (human) activation inhibition | P50281 | actives 0.061% (n = 360,000) | AID 651647 | HT1080 RFP-PRO-GFP cells, GFP/RFP ratio fluorescence, overnight; percent of plate control window, DMSO zero | GFP/RFP ratio change, % at 20 µM;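 active = GFP/RFP ratio change of at least 30% with cell ATP level not reduced by more than half and red fluorescence within 50% of control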; also: strong numbers were not always called active
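Read-out: GFP/RFP fluorescence ratio; Test system: RFP-PRO-GFP reporter HT1080 cells; Compound dosing: single-point 20 µM compound, 1% DMSO; Times: overnight compound exposure at 37 °C.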
eLon inh: inhibits E. coli Lon protease; inhibition, % at 7.94 µM; actives 0.42% (n = 360,000); AID 602123; purified E. coli Lon protease, fluorescence polarization; in the data active = inhibition above about 13%, passing the limit was not always enough;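 also: 0% = enzyme with probe and DMSO and 100% = no enzyme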
Rpn11 block: inhibitors of human proteasome Rpn11; human 26S proteasome, Ub4-pepOG fluorescence polarization; 20S core pre-blocked with epoxomicin; calls only at 20 µM; actives 0.59% (n = 360,000);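 active = inhibition at 20 µM, scaled to each plate's controls, above about 33%, limit read from the data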
CSN deneddyl inh: CSN deneddylation inhibition | AID 651999 | Purified CSN, SCF-Nedd8-OG deneddylation, fluorescence polarization | Q92905 | actives 0.38% (n = 360,000) | inhibition, % at 12.5 µM;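 active = pattern-corrected inhibition above about 35%, with an unprinted fluorescence ratio check between 0.5 and 1.5, limit read from the data, passing the limit was not always enough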;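 also: 0% = enzyme with substrate and 100% = substrate without enzyme; some results filed as inactive read as strong as hits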
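Assay system: purified human Csn5 enzyme expressed in HEK293T cells; Input: 0.24 nM Csn5 enzyme, final concentration; Reagent: 10 nM SCFSkp2-Nedd8OG; Compound dosing: 12.5 µM single point; Times: reaction 90 min, room temperature; Technique: fluorescence polarization readout.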
FAS TE block: FAS thioesterase (human) inhibition. P49327. recombinant FAS-TE, OMFH fluorogenic substrate, fluorescence endpoint. inhibition, % at 15 µM. actives 0.67% (n = 360,000). AID 602261;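 active = compounds whose normalised, plate-corrected inhibition of enzyme fluorescence in the single-dose primary screen is 50% or more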;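 also: 0% = DMSO with enzyme and 100% = substrate without enzyme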
MsrA inh: inhibitors of bovine MsrA; actives 0.75% (n = 360,000); purified bovine MsrA, absorbance read-out; inhibition, % at 15.5 µM; in the data active = inhibition above about 4.5%;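 also: 0% = vehicle wells with enzyme and 100% = reference inhibitor wells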
bovine MsrA act: activators of bovine methionine sulfoxide reductase A. actives 0.3% (n = 360,000). purified bovine MsrA, absorbance read-out. activation, % at 10.6 µM; in the data active = activation above about 7.5%;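 also: 0% = vehicle and 100% = reference activator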
PABP1 MLLE inh: blocks PAM2 peptide binding to the PABP1 MLLE domain; GST-MLLE / FITC-PAM2 fluorescence polarization; inhibition, % at 20 µM; actives 0.36% (n = 360,000); in the data active = inhibition above about 35%, passing the limit was not always enough;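 also: plate controls were DMSO wells with GST-MLLE for no effect and wells lacking GST-MLLE protein for full effect; some results filed as inactive read as strong as hits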
Rin1-Abl PPI inh: inhibitors of human Rin1-Abl protein interaction; P00519+Q13671; TR-FRET Rin1/Abl binding, biochemical; actives 0.4% (n = 360,000); AID 588664; inhibition, % at 7.35 µM; in the data active = inhibition above about 5%, passing the limit was not always enough
* marks the source's active call; other numbers are inactive results; i = inactive; . = no result given.

molecule,MT1-MMP act inh,eLon inh,Rpn11 block,CSN deneddyl inh,FAS TE block,MsrA inh,bovine MsrA act,PABP1 MLLE inh,Rin1-Abl PPI inh
CCn1c(O)c(N=NC(=O)c2cccc(S(=O)(=O)N3CCCCC3)c2)c2ccccc21,8,2,i,-2,20,0.3,-3,6,0
O=c1c2cc(N3CCOCC3)ccc2[nH]c(=S)n1Cc1cccc(Cl)c1,2,3,i,1,7,-0.4,3,-82,-2
O=C(Nc1nnc(-c2ccccc2)s1)c1ccccc1F,6,-5,i,-9,-2,0.3,-9,-4,-2
CN(CC(=O)Nc1ccccc1Cl)C1CCS(=O)(=O)C1 (stereo not given),-5,3,i,6,-6,0.5,-1,-1,1
CCC(CC)C(=O)N1CC(=O)Nc2ccc(F)cc2C1c1ccccc1 (stereo not given),-8,-1,i,-2,1,-1.0,-4,12,0
Cc1cccnc1Nc1nc(-c2ccc(O)cc2O)cs1,3,-6,i,-1,16,0.2,-2,16,2
c1ccc(-c2csc(N3CCc4ccccc4C3)n2)cc1,-9,-1,i,-1,13,-1.4,-3,-15,-2
CC(C)C(c1nnnn1Cc1ccccc1)N(CCCO)Cc1cc2cc3c(cc2[nH]c1=O)OCO3 (stereo not given),-8,16,i,-5,4,1.5,-12,28,-2
CC(C)OC(=O)N(C)C[C@@H]1OCc2ccccc2-c2c(n(C)c3ccccc23)C(=O)N([C@@H](C)CO)C[C@H]1C,1,-1,i,-6,-4,0.3,2,-1,-5
S=C(NCc1ccccc1)NCc1ccccn1,0,-2,i,-2,0,-1.3,0,-65,-4
C/C(=N\NC(=O)CC1(C)OCCO1)c1cccs1,-1,-20,i,1,-9,0.2,-5,-15,-1
Cc1c(Cc2ccc3c(c2)OCO3)sc(NC(=O)C2CC2)c1C(N)=O,-4,1,i,6,4,2.1,-1,31,5
Cc1ccc(CSCCNC(=O)CN(c2cc(C)ccc2C)S(C)(=O)=O)cc1,-2,1,i,-11,5,-0.9,-7,2,-1
CCOC(=O)COc1cccc2c(=O)n(CC(=O)N3CCN(C(=O)OCC)CC3)ccc12,10,-7,i,-1,-8,2.1,-7,2,4
O=C(NCCC(=O)N1CCN(c2ccccc2F)CC1)c1ccco1,-1,-2,i,1,-4,-1.3,0,11,0
Cc1ccccc1NC1=C/C(=N\S(=O)(=O)c2cccs2)c2ccccc2C1=O,-3,7,i,20,32,16*,-6,23,-1
Cc1cccc(-c2ncc(CN3CCN(C4CCCC4)C(CCO)C3)cn2)c1 (stereo not given),13,-5,i,0,-6,0.8,-1,-9,3
CSc1ncccc1C(=O)N1CCCC(C(=O)c2cc(F)ccc2F)C1 (stereo not given),2,5,i,2,-7,-0.2,-7,5,-1
COc1cccc(NC(=O)COC(=O)/C=C/c2ccco2)c1,-2,-9,i,9,4,1.6,-4,2,1
COc1ccccc1C(=O)NC(=O)CSc1nnnn1C,2,-9,i,5,-5,0.9,-7,-12,4
C/C(=N/NC(=O)c1cccs1)c1cccs1,-3,-9,i,-1,0,1.4,-1,-18,-2
c1ccc(COc2ccccc2CNC23CC4CC(CC(C4)C2)C3)cc1,-9,-11,i,-2,2,0.7,-3,-4,2
COc1ccc(N2CCN(C(=O)CN3C(=O)NC4(CCCCCC4)C3=O)CC2)cc1,3,-3,i,4,-7,-1.0,-3,9,1
CCC(=O)N(CCC(c1ccco1)c1ccccc1OC)Cc1cccs1 (stereo not given),-5,-14,i,-1,14,1.2,1,3,-1
CCOC(=O)Cc1csc(NC(=O)C(CC(C)C)NC(=O)C2CCCCC2)n1 (stereo not given),-4,0,i,-5,-2,0.7,-3,-2,0
O=C(O)c1ccccc1CSc1nc2ccccc2n1Cc1ccccc1C(=O)O,1,1,i,-6,-3,-0.9,-6,-63,0
CC(=O)NN1C(=O)/C(=C/c2ccc(C(C)C)cc2)SC1=S,6,-3,i,-1,-7,0.4,0,7,-4
COC1CCN(C(=O)CC2C(=O)NCCN2CC(C)(C)C)CC1 (stereo not given),0,3,i,1,-7,-1.3,-5,12,3
COc1ccc(CCNC(=O)c2cc(S(=O)(=O)N3CCC4(CC3)OCCO4)ccc2F)cc1OC,3,-1,i,1,-1,-0.3,-1,-3,1
CC1=C(C)/C(=N\OS(=O)(=O)c2ccc(C)cc2)C=CC1=O,6,4,i,-12,3,-0.9,-5,8,-4
O=C(Oc1nsnc1N1CCCCC1)N1CCOCC1,4,2,i,2,-9,-0.3,-2,8,-2
COCC(C)n1c(SCC(=O)Nc2c(C)n(C)n(-c3ccccc3)c2=O)nc2ccccc2c1=O (stereo not given),-1,-7,i,2,-2,-0.1,-1,1,3

Nothing new here: an excerpt of the list.
molecule,MT1-MMP act inh,eLon inh,Rpn11 block,CSN deneddyl inh,FAS TE block,MsrA inh,bovine MsrA act,PABP1 MLLE inh,Rin1-Abl PPI inh
COc1ccc(CCNC(=O)c2cc(S(=O)(=O)N3CCC4(CC3)OCCO4)ccc2F)cc1OC,3,-1,i,1,-1,-0.3,-1,-3,1
CC1=C(C)/C(=N\OS(=O)(=O)c2ccc(C)cc2)C=CC1=O,6,4,i,-12,3,-0.9,-5,8,-4
O=C(Oc1nsnc1N1CCCCC1)N1CCOCC1,4,2,i,2,-9,-0.3,-2,8,-2

Other results:
molecule,MT1-MMP act inh,eLon inh,Rpn11 block,CSN deneddyl inh,FAS TE block,MsrA inh,bovine MsrA act,PABP1 MLLE inh,Rin1-Abl PPI inh
CCOc1ccc(-n2cc(C(=O)Nc3cccc(OC)c3)c3cc(OC)c(OC)cc3c2=O)cc1,1,-6,i,2,45,0.0,-4,-8,4
CCc1nc2c(OCC(=O)C(C)(C)C)cccn2c1N(C)C(=O)C1CC1,2,1,i,4,-10,0.1,-2,15,0
Fc1ccc(CNc2ncnc3c2cnn3-c2ccccc2)cc1,20,-1,i,3,10,-0.1,-2,2,-2
O=C(c1cc(-c2ccc(Cl)cc2Cl)on1)N1CCCCCC1,0,-6,i,1,25,-1.3,-2,-5,3
Cc1ccc(NC(=O)Cc2nnc(SCC(=O)Nc3ccc(N4CCOCC4)cc3)n2C)cc1,1,0,i,2,-6,0.4,-10,-4,2
C=CCn1c(-c2cccc(S(=O)(=O)N3CCOCC3)c2)n[nH]c1=S,8,0,i,-7,0,-0.3,-1,-54,-1
O=S(=O)(c1ccccc1)c1cnn(-c2ccccc2)c1-c1ccc(Cl)cc1,1,-2,i,3,29,-0.7,-2,-8,-2
CCn1nc(C)cc1C(=O)NC1CC(C)(C)Cc2c1cnn2-c1cccc(F)c1 (stereo not given),-1,-8,i,2,0,-0.1,-3,1,1

With a hit mark in MsrA inh, among the entries above:
| canonical_smiles | MT1-MMP act inh | eLon inh | Rpn11 block | CSN deneddyl inh | MsrA inh | bovine MsrA act | PABP1 MLLE inh | Rin1-Abl PPI inh |
| --- | --- | --- | --- | --- | --- | --- | --- | --- |
| Cc1ccccc1NC1=C/C(=N\S(=O)(=O)c2cccs2)c2ccccc2C1=O | -3 | 7 | i | 20 | 16* | -6 | 23 | -1 |

(continued)
molecule,MT1-MMP act inh,eLon inh,Rpn11 block,CSN deneddyl inh,FAS TE block,MsrA inh,bovine MsrA act,PABP1 MLLE inh,Rin1-Abl PPI inh
COc1ccc2cc3cc(C(=O)NCC4COc5ccccc5O4)oc3nc2c1 (stereo not given),.,8,i,2,1,1.8,-14,13,-5
O=C(/C=C/c1ccccc1)NC(=S)Nc1ccccc1C(=O)NC1CCCCC1,-4,-5,i,-3,-5,0.9,-1,16,1
Cc1oc(C(C)(C)C)cc1C(=O)NC(Cc1ccccc1)C(=O)O (stereo not given),-5,1,i,-2,-3,0.0,-3,12,4
COc1ccc(Br)cc1CN(C)C(=O)C1=CC=CN2CCS(=O)(=O)N=C12,0,-15,i,2,-12,0.2,-5,-94,5
COc1ccc(SC[C@H](C)CN2CC[C@H](NC(=O)OCc3ccccc3)CCC2=O)cc1,5,-3,i,6,11,0.5,-13,30,2
O=C(O)COc1ccccc1/C=N/NC(=O)C(O)c1ccccc1 (stereo not given),1,1,i,-3,-4,0.9,-4,4,-3
CC(NC(=O)Nc1ccc(Cl)cc1)c1ccc2c(c1)OCO2 (stereo not given),16,2,i,2,12,-1.6,-3,0,-3
COc1ccc(C(=O)N2CCCC(O)C2)cc1OC1CCN(C(C)C)CC1 (stereo not given),-1,3,i,0,-9,-0.5,1,-1,-1
COc1cccc(-c2sc3ccccc3c2-c2ccc(OCCN3CCCC3)cc2)c1,-5,-8,i,-3,32,-0.5,0,-11,-1
CC1=NNC(=O)C1C(c1cccc(O)c1)C(C#N)C#N (stereo not given),4,1,i,0,-3,-0.1,-1,-1,-3
Cn1c(=O)c2c(ncn2CC(COCc2ccc(Cl)cc2)OCc2ccc(Cl)cc2)n(C)c1=O (stereo not given),-2,-2,i,1,10,-1.2,3,-3,1
CN1CCCN=C1/C=C/c1cccs1,-4,-15,i,3,-3,0.9,-4,13,0
CCCC(=O)Nc1ccccc1NC(=O)c1cc(OC)c(OC)c(OC)c1,12,-8,i,0,-4,-0.3,-6,-3,-4
N#C/C(=C(/O)Cc1cccc2ccccc12)c1nc2ccccc2s1,-2,-5,i,6,-1,2.3,-12,1,3
O=c1c2ccccc2c(/C=N/c2nnc(Cc3ccccc3)s2)c(O)n1-c1ccc(Cl)cn1,-6,-12,.,41*,45,1.2,-9,-135,-3
Cc1cc(C(=O)OCC(=O)NC(C)C)c(C)o1,0,-8,i,2,-3,-0.1,-2,-4,-8
O=C1c2cccc(-c3ccc(C(F)(F)F)cc3)c2C2CC=CCN12 (stereo not given),3,-8,i,-2,8,-1.0,0,2,0
Cc1ccc2oc(C(=O)NCc3ccccc3)cc(=O)c2c1,-1,1,i,1,6,0.7,-5,2,-1
O=C(OCC(=O)N1CCc2ccccc21)c1c2c(nc3ccccc13)CCCC2,-1,0,i,-13,36,-0.9,-3,-115,-1
COc1cc2oc(=O)cc(CN(Cc3ccccc3)Cc3ccccc3)c2cc1Cl,4,1,i,-1,24,1.1,-7,-40,5
CCn1cc(C(=O)NCCN(C)CCc2ccccc2)c(=O)c2cc(S(=O)(=O)N(C)C)ccc21,-7,-3,i,-2,29,2.8,-3,5,-5
O=C(CN1C2=NCCN2c2ccccc21)c1ccc(Br)s1,-3,4,i,2,-13,0.5,-6,28,0
O=C(CN1C(=O)COc2ccccc21)NCc1ccccn1,2,6,i,1,-8,0.1,-3,8,0
COC(=O)c1ccc2nc(-c3cccc(Br)c3)c(Cc3ccccc3OC)n2c1,3,3,.,1,23,-0.7,1,.,.
COC(=O)c1ccc(Cn2cnc3ccccc3c2=O)cc1,-25,-16,i,3,0,0.9,-1,7,2
O=C(O)c1cccc(Nc2nc(Nc3ccccc3)nc(N3CCCC3)n2)c1,-3,-8,i,-2,3,0.7,-3,26,7
C/C(CC(=O)Nc1cc(C)ccn1)=N\NC(=O)C(=O)NC(C)C,1,3,i,-10,-4,1.6,-10,-6,5
O=C(O)c1ccccc1Nc1ccnc(C(F)(F)F)c1,3,-7,i,-2,-5,0.0,0,-6,-1
CC(=O)N1CCCc2ccccc21,-2,-9,i,1,-5,0.5,-2,-3,1
C=Cn1cc(CNC[C@H]2O[C@@H](n3cnc4c(=O)[nH]c(N)nc43)[C@H](O)[C@@H]2O)c(C)n1,-2,-4,i,0,-12,-0.7,-1,-14,0
Cc1nc(Cl)c2c(n1)NC1=C(O2)C(=O)CCC1,-22,84*,i,-15,-23,-0.3,-1,153,1
COC(=O)c1sc2ncccc2c1OCc1ccc(Cl)cc1Cl,1,-13,i,2,21,-0.4,-3,-1,-3
CCc1nc(N[C@H](C(=O)O)C(C)C)c2oc3ccccc3c2n1,3,-12,i,-1,-2,1.5,5,2,1

Source: PubChem BioAssay (several laboratories)
